From PubChem
Myeloid diff 2: induction of myeloid progenitor differentiation, primary screen, cell-based, flow cytometry, MLPCN library; ER-HoxA9 myeloid progenitors, lysozyme-GFP differentiation; calls only at 10 µM; hit rate 1% among 360,000;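 active = normalized GFP-positive differentiation at or above the plate's own cutoff, the solvent-only control mean plus 3 SD; inconclusive = no clear call, values can overlap the other calls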;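 also: cells exposed to compound for four days before flow analysis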
T cell HTS: modulators of CD8 T cell-vesicle binding, primary screen, mouse 2C CD8+ T cells, flow cytometry; 2C CD8+ T cell-vesicle binding; hits give low values; hit rate 0.068% among 330,000; calls only at 7 µM;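 active = response, share of CD8 T cells binding vesicles, and their 90th percentile fluorescence all below set limits, cut at about 80% in these data, passing the limit was not always enough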
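Read-out – percent CD8+ FL2 mean versus row control · System – murine 2C transgenic CD8+ T lymphocytes · Times – 1.5 h cell–vesicle binding at 37 °C, then 20 min icy labelling · Control set – naked vesicles low, QL9 vesicles with vehicle high · Detection – cytometric PE anti-B7-1 and Alexa647 anti-CD8 signals after 1% paraformaldehyde fixation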
T cell HTS vesicle-bound %: recorded beside T cell HTS, whose call it bears; double positive events, %; measured here: CD8+ vesicle-bound cell fraction;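 binding gate set so that unloaded-vesicle control wells show 10% double positive cells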
Myeloid diff 2 GFP+ MAC1+ %: further read-out of Myeloid diff 2, marked with its call; GFP+ MAC1+ double positive, %; measured here: differentiation confirmed by MAC1 staining
* = called active by the depositor; i = inactive; ? = inconclusive; · = not tested or not shown; + = active, no number.

SMILES	Myeloid diff 2	Myeloid diff 2 GFP+ MAC1+ %	T cell HTS	T cell HTS vesicle-bound %
CC(C)(O)CC[C@@H](O)[C@](C)(O)C1CC[C@@]2(O)C3=CC(=O)[C@@H]4C[C@@H](O)[C@@H](O)C[C@]4(C)C3CC[C@]12C (some centres undefined)	i	1.2	i	12.9
O=C(NCC(c1ccco1)N1CCN(c2ccccc2F)CC1)c1ccco1 (centres undefined)	i	2.0	i	34.0
CC1CCCCC12NC(=O)N(CC(=O)NCc1ccccc1Cl)C2=O (centres undefined)	i	1.1	i	20.4
O=C(O)C1Cc2ccccc2-c2ccccc2C1	i	0.9	i	8.1
O=C(OCC(=O)N1CCC(Cc2ccccc2)CC1)c1cc(Cl)ccc1O	i	0.7	i	43.1
CCOC(=O)CN1C(=O)N[C@@H](c2cccs2)C(C(=O)OC)=C1C	i	1.5	i	20.9
C[C@]12c3[nH]c4ccccc4c3CCN1C(=O)C(CC(=O)NCCN1CCOCC1)C[C@@H]2C(=O)N1CCCCC1 (some centres undefined)	i	0.6	i	8.2
COc1ccc(C(=O)COC(=O)c2cc(=O)[nH]c3ccccc23)c(OC)c1	i	0.2	i	6.8
CCCN(CC(=O)Nc1ccccc1C)C(=O)c1ccc2c(c1)S(=O)(=O)N=C1CCCCCN12	i	0.2	i	25.2
Nc1ccc(N2CCOCC2)c(S(=O)(=O)Nc2ccccc2Cl)c1	i	0.7	i	28.5
O=C(Nc1ccc2c(c1)CCCN2C(=O)c1ccco1)c1cc([N+](=O)[O-])ccc1Cl	?	·	i	46.7
CN1CCN(c2c([N+](=O)[O-])cnc3ccccc23)CC1	i	0.3	i	57.5
COc1cc(OC)cc(C(=O)NNC(=O)CNC(=O)c2cccs2)c1	i	0.4	i	41.1
O=C(Nc1ccc(-n2cnnn2)cc1)c1cccc(S(=O)(=O)N2CCCC2)c1	i	0.7	i	34.3
CCCCc1cc(=O)oc2c3c(cc(OCC(=O)N4CCC[C@H]4C(=O)O)c12)OC(C)(C)CC3	i	2.5	i	30.2
N#Cc1c(-c2ccc(F)cc2)cc(-c2cccs2)nc1SCC(=O)O	i	1.3	i	25.1
COc1ccc(C(CNC(=O)c2cccc(S(=O)(=O)N3CCCC3)c2)N2CCCC2)cc1 (centres undefined)	i	0.6	i	3.1
CCNc1nc(NCC)n2c(SCC(=O)Nc3ccccc3Cl)nnc2n1	i	0.6	i	25.0
COc1ccc(NC(=O)c2cccc(S(=O)(=O)NCc3ccco3)c2)c(OC)c1	i	0.9	i	55.2
O=C(NCCSCc1c(F)cccc1Cl)Nc1ccccc1	i	1.0	i	43.2
COC(=O)C1CCN(C(=O)c2cc(-c3ccc(Cl)s3)nc3ccccc23)CC1	i	0.5	i	23.8
Oc1ccc(C[C@H]2CNCCN2CCCCC2CCCCC2)cc1	i	2.9	i	39.6
C#CCOCCOCCOCCNc1nc(N2CCN(C(=O)[C@H](CCCCN)n3cc(CN)nn3)CC2)nc(N2CCN(C(=O)[C@H](CCC(=O)O)n3cc(CN)nn3)CC2)n1	i	1.0	i	12.8
CCC1(c2ccccc2)NC(=O)N(CC(=O)NNC(=O)COc2ccc(Cl)cc2C)C1=O (centres undefined)	i	0.6	i	41.6
Cc1ccc(S(=O)(=O)CCC(=O)OCC(=O)NCC(=O)Nc2c(C)cc(C)cc2C)cc1	i	1.1	i	59.2

In another format: three of the compounds above
structure,Myeloid diff 2,Myeloid diff 2 GFP+ MAC1+ %,T cell HTS,T cell HTS vesicle-bound %
O=C(NCCSCc1c(F)cccc1Cl)Nc1ccccc1,i,1.0,i,43.2
CCOC(=O)CN1C(=O)N[C@@H](c2cccs2)C(C(=O)OC)=C1C,i,1.5,i,20.9
CC1CCCCC12NC(=O)N(CC(=O)NCc1ccccc1Cl)C2=O (centres undefined),i,1.1,i,20.4

Following part:
SMILES	Myeloid diff 2	Myeloid diff 2 GFP+ MAC1+ %	T cell HTS	T cell HTS vesicle-bound %
COc1ccc([C@H]2CC(=O)C=C(c3ccc(OC(F)(F)F)cc3)C2)cc1OC	i	0.6	i	24.3
O=C(COC(=O)c1ccc([N+](=O)[O-])o1)Nc1ccc(F)cc1	i	1.5	i	41.1
CCN(C(=O)CSc1nnnn1-c1ccc(OC)cc1)C1CCS(=O)(=O)C1 (centres undefined)	i	0.3	i	49.2
CC(=O)Nc1ccc(NC(=O)c2cc(-c3ccc(C)c(C)c3O)n[nH]2)cc1	i	0.3	i	20.4
COc1ccc(CCC(=O)OCC(=O)Nc2ccc3[nH]c(=O)[nH]c3c2)cc1	i	0.7	i	20.7
COc1ccc(C(=O)OCc2cc(C)ccc2C)cc1S(=O)(=O)N1CCCC1	+	2.1*	i	33.1
CCN(C(=O)COC(=O)c1oc2ccccc2c1C)c1c(N)n(Cc2ccccc2)c(=O)[nH]c1=O	i	1.0	i	26.9
C/C(=C(/CCO)SSCC1CCCO1)N(C=O)Cc1cnc(C)nc1N (centres undefined)	+	12.9*	i	16.6
Cc1ccc(S(=O)(=O)N2CCOCC2)cc1C(=O)OC(C)C(=O)c1ccccc1 (centres undefined)	i	0.9	i	35.9
C[C@H](CO)N1C[C@H](C)[C@@H](CN(C)C(=O)NC2CCCCC2)Oc2c(cccc2N(C)C)C1=O	i	3.8	i	14.2
COc1cc2cc(CCOC(=O)N3CCCCC3)oc(=O)c2cc1OC	i	2.1	i	33.0
CC1CCCC(C)N1C(=O)COC(=O)c1cncc(Br)c1 (centres undefined)	i	0.5	i	12.0
CC(=O)Nc1cccc(NC(=O)CSc2ncc(C(=O)Nc3ccc(F)cc3)c(=O)n2C)c1	i	0.9	i	28.8
Cn1c(C=O)c(C#Cc2ccccc2)c2ccccc21	i	0.7	i	31.9
CC(C)N=C(N)N=C(N)Nc1ccc(Cl)cc1	i	3.8	i	16.6
CCCCCC(=O)Nc1ccc(C(=O)COC(=O)c2ccccn2)cc1	i	0.3	i	12.6
CCN(CC)c1nc(N)c2c(N)nc(OC)cc2c1C#N	i	0.1	i	25.9
O=C(COC(=O)CCC1CCCC1)Nc1ccc(F)cc1Cl	i	0.7	i	27.0
Cc1ccc(S(=O)(=O)N2[C@@H](c3ccc(C(C)(C)C)cc3)C(C(=O)O)=CC[C@H]2c2ccc(C(C)C)cc2)cc1	i	0.5	i	20.0
O=C(COc1ccc([N+](=O)[O-])cc1)Nc1ccc2c(c1)CCC2	i	0.3	i	47.2
O=c1[nH]c(=O)n([C@H]2C[C@H](O)[C@@H](CO)O2)cc1Br	?	·	i	17.2
OC(CNCc1ccncc1)c1ccccc1 (centres undefined)	i	0.2	i	41.2
N#Cc1ccc(NC(=O)CSc2n[nH]c(=O)n2C2CC2)cc1	i	0.7	i	37.2
COc1ccccc1CNCC(=O)Nc1cc(S(=O)(=O)N2CCOCC2)ccc1Cl	i	0.2	i	34.4
COc1ccc(S(=O)(=O)N2CCN(C)CC2)cc1	i	0.6	i	10.2

A different layout for some results above:
Screens in order – Myeloid diff 2 | Myeloid diff 2 GFP+ MAC1+ % | T cell HTS | T cell HTS vesicle-bound %
COc1cc(OC)cc(C(=O)NNC(=O)CNC(=O)c2cccs2)c1
  i | 0.4 | i | 41.1
C#CCOCCOCCOCCNc1nc(N2CCN(C(=O)[C@H](CCCCN)n3cc(CN)nn3)CC2)nc(N2CCN(C(=O)[C@H](CCC(=O)O)n3cc(CN)nn3)CC2)n1
  i | 1.0 | i | 12.8

(further entries)
SMILES	Myeloid diff 2	Myeloid diff 2 GFP+ MAC1+ %	T cell HTS	T cell HTS vesicle-bound %
O=C(COc1ccc(Br)cc1Br)NC1CCS(=O)(=O)C1 (centres undefined)	i	0.5	i	44.5
CC(C)(C)c1ccc(C(=O)NCCC(=O)Nc2cc(Cl)ccc2N2CCOCC2)cc1	i	0.1	i	17.8
Cc1cc(Cl)ccc1OCC(=O)Nc1cccc(S(=O)(=O)N2CCCC2)c1	i	0.3	i	7.6
CN(Cc1nc2ccccc2c(=O)[nH]1)C(=O)c1ccccc1OCc1ccc(Cl)cc1	i	0.5	i	8.7
Cc1ccc(C)c(SCC(=O)N(C)CC(=O)Nc2ccc(N3CCOCC3)cc2)c1	i	0.6	i	34.0
COc1ccc(CCN(C)CC(O)COc2c(C)ccc(C)c2C)cc1OC (centres undefined)	i	1.5	i	60.1
COc1cccc(OC)c1C(=O)OCC(=O)NC1CCCCCC1	i	0.3	i	35.9
Cc1ccc(NC(=O)CCCNC(=O)c2ccc(Cl)cc2)cc1S(=O)(=O)N1CCOCC1	i	0.3	i	33.6
Cc1ccc([C@H]2C(C(=O)O)=CC[C@@H](c3ccc(Cl)cc3)N2S(=O)(=O)c2ccccc2C)cc1	i	0.4	i	8.6
Cc1ccc2nc(-c3ccccc3)cc(C(=O)NNC(=O)c3csc(N4CCOCC4)n3)c2c1	i	0.4	i	44.4
O=C(NC(CC(=O)N1CCN(c2ccccc2O)CC1)c1ccccc1)c1ccccc1Cl (centres undefined)	i	1.4	i	40.6
O=S(=O)(NC1CCN(S(=O)(=O)c2c(F)cccc2F)C1)c1ccc2c(c1)OCCO2 (centres undefined)	i	2.3	i	54.5
Cc1ccccc1C(=O)NC1CCN(CC(=O)Nc2ccc(Br)cc2)CC1	i	0.5	i	25.8
CSCc1c(C(=O)OCC(=O)NC2CCCCC2)oc2ccccc12	i	0.6	i	37.6
Nc1c(N(Cc2ccco2)C(=O)c2cccc(Cl)c2)c(=O)[nH]c(=O)n1Cc1ccccc1	i	0.9	i	34.9
Nc1ncnc2c1ncn2[C@@H]1O[C@H](CNCc2ccc(OCc3ccccc3)cc2)[C@@H](O)[C@H]1O	i	0.3	i	7.2
Cc1cccc(OCC(=O)NNC(=O)CCN2CCN(c3ccccc3)CC2)c1C	i	0.9	i	17.3
CC1CC(C)CN(C(=O)COC(=O)C2CCN(S(=O)(=O)c3ccc4c(c3)OCCO4)CC2)C1 (centres undefined)	i	0.7	i	13.8
Cc1ccc(C(=O)OCC(=O)N2CCCCCC2)cc1S(=O)(=O)N1CCOCC1	i	0.9	i	36.0
N#CCN(N=Nc1ccccc1)c1ccccc1	i	2.0	i	27.3
O=[N+]([O-])/C=C/c1ccc2c(ccn2Cc2ccccc2)c1	?	·	i	16.2
CCOc1ccc(S(=O)(=O)/N=C(/Nc2ccc(C)c(S(=O)(=O)N3CCOCC3)c2)c2ccccc2)cc1	i	0.2	i	41.9
CC(C)(C)OC(=O)N1CCC(C(=O)N[C@@H](Cc2c[nH]c3ccccc23)C(=O)O)CC1	i	0.5	i	26.4
Cc1ccc(S(=O)(=O)N2CCCCC2)cc1NC(=O)c1cccs1	i	0.3	i	23.6
CC(C)(C)OC(=O)N[C@@H](Cc1ccccc1)C(=O)NCC1CCC(C(=O)N[C@@H](CCC(N)=O)C(=O)O)CC1 (some centres undefined)	i	1.1	i	29.8

Compound profiles (already shown). Screens in order: Myeloid diff 2 | Myeloid diff 2 GFP+ MAC1+ % | T cell HTS | T cell HTS vesicle-bound %
Cc1ccc2nc(-c3ccccc3)cc(C(=O)NNC(=O)c3csc(N4CCOCC4)n3)c2c1 as listed: i | 0.4 | i | 44.4
O=C(OCC(=O)N1CCC(Cc2ccccc2)CC1)c1cc(Cl)ccc1O as listed: i | 0.7 | i | 43.1

Following part.
SMILES	Myeloid diff 2	Myeloid diff 2 GFP+ MAC1+ %	T cell HTS	T cell HTS vesicle-bound %
CCCOc1ccc(NC(=O)CNC(=O)c2cc(OC)cc(OC)c2)cc1OCCC	i	0.8	i	55.5
Nc1c(C(=O)CSc2nncn2-c2ccccc2)c(=O)[nH]c(=O)n1C1CC1	i	1.0	i	42.3
COc1ccccc1C(=O)NCC(=O)OCC(=O)NNC(=O)c1ccc(Br)cc1	i	1.2	i	51.9
CCc1noc(C)c1C(=O)Nc1cc(C(F)(F)F)ccc1-n1cncn1	i	0.3	i	54.2
N#Cc1ncccc1CCc1cccc(Cl)c1	i	0.2	i	26.6
CC(OC(=O)CCN1C(=O)C2CC=CCC2C1=O)C(=O)c1ccc(F)cc1 (centres undefined)	i	1.0	i	44.7
CS(=O)(=O)c1ccc(C(=O)NNC(=O)c2ccccc2-n2cccc2)cc1	i	0.8	i	26.6
CC(=O)Nc1ccc(S(=O)(=O)N2CCn3cccc3C2C)cc1 (centres undefined)	i	1.1	i	42.6
COC(=O)C1=C(C)N(Cc2ccccc2)C(=S)N[C@H]1c1cccc(C(F)(F)F)c1	i	1.0	i	19.1
Nc1nc2c(nc(SCc3ccccc3Br)n2[C@@H]2O[C@H](CO)[C@@H](O)[C@H]2O)c(=O)[nH]1	i	0.3	i	32.5
O=C(c1cccc(S(=O)(=O)Nc2ccc(F)cc2)c1)N1CCOCC1	i	0.9	i	42.7
CCOc1ccc(S(=O)(=O)Nc2ccc(C(=O)NCC(c3ccc(OC)cc3)N3CCOCC3)cc2)cc1 (centres undefined)	i	1.8	i	48.7
CCCCn1c(O)c(N=Nc2ccccc2O)c2ccccc21	i	1.9	i	29.8
CCCN(C(=O)c1cn(-c2ccccc2)nc1-c1ccc(OC)cc1)C1CCS(=O)(=O)C1 (centres undefined)	i	1.3	i	37.2
CC(C)CN(C(=O)Cn1c(Cl)nc2c1c(=O)n(C)c(=O)n2C)C1CCS(=O)(=O)C1 (centres undefined)	i	0.2	i	33.9
O=C(Nc1ccc(C2=CN(Cc3ccccc3)CCC2=O)cc1)OCc1ccccc1	i	4.8	i	15.2
Cc1sc(NC(=O)CCS(=O)(=O)c2ccccc2)c(C#N)c1C	i	0.4	i	50.8
CCOc1ccc(S(=O)(=O)N2CCCCC2)cc1NC(=O)c1c(CC)noc1C	i	2.0	i	53.6

An excerpt; rates above refer to the full screens.
